Assay outcomes as filed in PubChem BioAssay.
MITF inh = MITF inhibitors, primary screen, biochemical, AlphaScreen, human. Microphthalmia-associated transcription factor (Homo sapiens), O75030. AlphaScreen MITF homodimerization, bead proximity signal. inhibition, % at 2.6 µM. 650,000 tested, 0.91% active. AID 1259374, 2018; in the data active means inhibition above about 50%;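 further: 0% = vehicle wells with protein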
Target sequence (O75030 whole entry, looked up): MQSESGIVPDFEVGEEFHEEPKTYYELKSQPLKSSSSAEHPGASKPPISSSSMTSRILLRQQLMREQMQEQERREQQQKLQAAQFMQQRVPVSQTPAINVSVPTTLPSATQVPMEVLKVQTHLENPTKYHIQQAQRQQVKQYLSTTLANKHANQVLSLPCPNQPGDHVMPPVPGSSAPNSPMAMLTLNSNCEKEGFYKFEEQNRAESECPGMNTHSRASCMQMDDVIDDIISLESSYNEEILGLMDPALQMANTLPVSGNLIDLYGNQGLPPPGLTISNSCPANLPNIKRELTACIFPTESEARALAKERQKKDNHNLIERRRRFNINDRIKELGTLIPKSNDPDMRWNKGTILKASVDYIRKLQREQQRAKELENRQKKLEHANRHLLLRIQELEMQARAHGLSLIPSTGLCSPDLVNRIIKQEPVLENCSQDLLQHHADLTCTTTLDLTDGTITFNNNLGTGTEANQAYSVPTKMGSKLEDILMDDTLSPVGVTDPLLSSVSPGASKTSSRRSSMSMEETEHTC
GPR151 activ = activators of human GPR151, primary screen, cell-based, PathHunter beta-arrestin, luminescence. activation, % at 11.2 µM. G-protein coupled receptor 151 (Homo sapiens), Q8TDV0. 650,000 tested, 1% active. AID 1508602, 2020. PathHunter beta-arrestin GPR151 cells; in the data active means activation above about 4.9%;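 further: 0% = median of compound wells and 100% = cells with positive control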
Target sequence (Q8TDV0 whole entry, looked up): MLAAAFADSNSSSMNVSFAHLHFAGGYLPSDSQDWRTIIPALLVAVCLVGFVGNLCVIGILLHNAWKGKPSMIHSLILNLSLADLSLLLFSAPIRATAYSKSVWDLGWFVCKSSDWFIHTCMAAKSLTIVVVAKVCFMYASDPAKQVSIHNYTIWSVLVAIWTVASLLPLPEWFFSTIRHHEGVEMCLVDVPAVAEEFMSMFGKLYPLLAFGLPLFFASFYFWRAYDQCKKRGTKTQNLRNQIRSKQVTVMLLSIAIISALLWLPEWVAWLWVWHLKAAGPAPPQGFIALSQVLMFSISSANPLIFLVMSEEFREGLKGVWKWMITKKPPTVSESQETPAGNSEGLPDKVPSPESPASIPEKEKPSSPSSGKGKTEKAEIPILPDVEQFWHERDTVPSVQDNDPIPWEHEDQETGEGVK
FBW7 activator = FBW7 E3 ligase activators, primary screen, biochemical, AlphaScreen, human. F-box/WD repeat-containing protein 7 (Homo sapiens), Q969H0. AlphaScreen FBW7–phospho-cyclin E peptide binding, activator screen. normalized activity (activation), % at 26.1 µM. 650,000 tested, 0.13% active. AID 1259310, 2017; in the data active means normalized activity above about 1.9%;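 further: purified mutant Fbw7 with reduced substrate affinity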
TEAD-YAP block = TEAD-YAP interaction inhibition, primary screen, TEAD-YAP interaction inhibitor project, luminescence, HEK-TIYL cells | 640,000 tested, 1.4% active | inhibition, % at 9.12 µM | TEAD-Gal4/YAP UAS-luciferase luminescence; in the data active means inhibition above about 32%;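 further: 0% = median of test compound wells and 100% = reference inhibitor wells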
The depositor's hits bear a star. Rows were taken by chance; any-hit rate near 3.5%.

SMILES	MITF inh	GPR151 activ	FBW7 activator	TEAD-YAP block
CC(C)CNC(=O)C1Sc2nnc(-c3ccccc3)n2NC1c1ccc(F)cc1 (centres undefined)	-7.2	-0.2	-0.1	-1.6
O=S(=O)(NCC(c1cccnc1)N1CCOCC1)c1cccs1 (centres undefined)	12.6	0.8	0.0	4.9
COC(=O)C1=C(C(=O)c2ccc(C)cc2)C(c2ccc(C)cc2)n2nnnc2N1 (centres undefined)	1.3	0.4	0.0	4.5
COc1ccc(CCNc2ncnc3c2nc(NCc2cccnc2)n3C(C)C)cc1	5.6	0.2	-0.1	0.3
Cc1ccc(N2C(=O)c3ccccc3NC2c2ccc(OCc3ccccc3Cl)cc2)cc1C (centres undefined)	-2.8	-0.5	-0.1	-50.5
CCCc1n(CC(O)COc2cccc(C)c2)c2ccccc2[n+]1C (centres undefined)	5.6	-1.0	-0.2	6.7
O=C(Nc1cc(Oc2ccc(I)cc2)cc([N+](=O)[O-])c1)C12CC3CC(C1)CC(n1cnc(Cl)n1)(C3)C2	-13.2	0.3	0.0	-11.7
COc1ccc(-c2nnc3ccc(SCC(=O)Nc4ccc(C(C)=O)cc4)nn23)cc1	22.4	-0.1	0.1	-1.5
COC(=O)NNC(=S)Nc1cccc(C(F)(F)F)c1	-20.0	0.4	-0.3	-0.6
CCC(C)NC(=O)Cn1ncc2c(C)n(Cc3ccccc3)c(C)c2c1=O (centres undefined)	8.2	1.2	0.0	-13.4
O=C(/C=C/c1cccs1)N(CCCN1CCOCC1)c1nc2c(F)cccc2s1	18.0	-0.9	-0.1	-14.3
Cc1ccc(Cn2nc(C)c(NC(=O)c3noc(C)c3[N+](=O)[O-])c2C)cc1	10.5	-0.9	-0.1	18.0
COc1cccc(-n2nc(C(=O)NCCC3=CCCCC3)c3ccccc3c2=O)c1	15.5	-0.1	0.2	4.9
CCCNc1nc(-c2ccc(N3CCOCC3)nc2)nc2cc(OC)c(OC)cc12	9.7	-0.5	0.2	-0.8
COc1ccc(C2OCC3OC(OC)C(OCc4ccccc4)C(=O)C3O2)cc1 (centres undefined)	11.2	-1.2	0.3	22.9
COc1ccc(Br)cc1/C=N\NC(=O)c1ccc(C)nc1	17.9	2.7	0.1	12.7
COc1ccc(Br)cc1C(=O)N/N=C/c1cccc(OC)c1O	10.3	1.0	-0.1	21.8
CSCc1nc2sc(C)c(C)c2c(=O)[nH]1	3.1	1.5	0.0	-3.1
CCCCN(CC)C(=O)CSc1nc2n[nH]c(C)c2c(=N)n1-c1cccc(C)c1	9.6	1.4	-0.2	7.9
COc1ccc(OC)c(NC(=O)C2=C(C)NC(=O)NC2c2ccc(Br)cc2)c1 (centres undefined)	-9.3	-0.1	0.0	0.7
CC(=O)N1CCC(N(C(=O)COc2cncc(Cl)c2)C2CC2)CC1	18.4	-2.2	0.4	0.3
O=C1CC(C(=O)N2CCCCCC2)Cc2nc(NC(=O)C3CCC3)sc21 (centres undefined)	-5.0	0.6	-0.1	-7.2
CCC(=O)c1ccc(OCC(O)Cn2c(C)nc3ccccc32)cc1 (centres undefined)	18.0	-0.9	1.0	25.6
COc1ccc(C2CC(=O)n3nc(C45CC6CC(CC(C6)C4)C5)nc3S2)cc1OC (centres undefined)	11.2	0.5	0.6	-6.7
Cc1nc2c3ccccc3nc(SCC(=O)c3ccc(Cl)cc3)n2n1	-12.7	-0.9	-0.1	-12.5
CCOC(=O)N1CCN(c2ncnc3c2c(-c2ccccc2)cn3-c2ccc(F)cc2)CC1	-9.0	-0.7	0.0	-5.5
CCOCCCNC(=O)Cn1nc(-c2ccc(OC)c(OC)c2)ccc1=O	9.0	-0.6	-0.2	-55.1
O=[N+]([O-])c1ccc(S(=O)(=O)N2CCCC(c3nc(-c4ccc(F)cc4)no3)C2)cc1 (centres undefined)	3.0	1.4	-0.2	9.2
CCOc1ccccc1NC(=O)c1cnn2c(C(F)F)cc(C)nc12	7.4	-0.1	0.2	-3.1
O=C(Nc1cccc(Cl)c1Cl)C1CCCO1 (centres undefined)	11.9	-0.6	0.3	0.6
CCCCc1nc2c(C)c(NC(=O)NCC)cnc2n1Cc1cccc([N+](=O)[O-])c1	-3.4	2.6	-0.1	-0.1
Cc1ccc(NC(=O)C(=O)NCCC2CCCCN2S(=O)(=O)c2ccccc2)cc1C (centres undefined)	22.1	-0.3	0.6	1.1
CCc1ccc(/C=C2/SC(=S)N(CC(=O)O)C2=O)cc1	5.7	-1.8	0.0	-9.5
COc1nc(NC2CC2)nc(-c2ccc(C(=O)NC3CC3)cc2)n1	17.1	0.0	0.3	5.0
COc1cc(C=C2C(=O)NC(=O)NC2=O)ccc1OCc1c(C)no[n+]1[O-]	-9.3	4.9	0.1	-3.0
CCOc1ccc(-n2cc(C(=O)N3CCCCC3CC)c3cc(OC)c(OC)cc3c2=O)cc1 (centres undefined)	13.8	0.2	0.0	8.0
Ic1ccc2c(c1)C1C=CCC1C(c1ccncc1)N2 (centres undefined)	25.8	-1.4	0.2	-8.5
CCN1C(=O)C2(Cc3cc([N+](=O)[O-])ccc3N3CCCCC32)C(=O)N(CC)C1=S (centres undefined)	8.6	-0.3	0.1	0.8
O=C(Cc1c[nH]c2ccccc12)Nc1ccc(F)c([N+](=O)[O-])c1	-4.5	-0.9	0.0	-4.6
CCc1ccc2oc(-c3cc(NC(=O)c4ccc(F)cc4)ccc3O)nc2c1	4.7	0.3	0.0	-2.9
COc1ccccc1NS(=O)(=O)c1ccc(NC(=O)CCC(=O)c2cccs2)cc1	-3.7	-0.2	0.0	-5.5
O=c1[nH]c(=S)[nH]c(O)c1N=Nc1ccc([N+](=O)[O-])cc1	3.8	-2.7	0.7	-6.0
CCCc1nc(=S)n(-c2ccccc2)[nH]1	18.9	-0.6	0.1	-0.3
COc1ccc2c3c(cccc13)C(=O)N(C)C2=O	66.9*	-0.3	0.0	-4.8
COc1ccccc1CNC(=O)CSc1cc(C)[nH]c(=O)n1	-16.7	12.0*	0.1	1.2
CC(=O)N/N=C/c1ccc(N2CCC(c3ccccc3)=N2)cc1	-17.2	-2.7	0.8	-14.0
CN1CCN(C(CNC(=O)c2ccccc2)c2ccc3c(c2)OCO3)CC1 (centres undefined)	1.5	0.3	0.0	-10.7
CCOCCCNC(=O)c1c(C)c(C(=O)OCC)n(C)c1C	15.6	-0.2	0.9	7.2
CCCCc1ccc(NC(=O)c2cnc3scc(C)n3c2=O)cc1	-0.7	-0.1	-0.1	0.3
CCOC(=O)C1=C(C)NC(SCC(=O)C23CC4CC(CC(C4)C2)C3)=C(C#N)C1c1cccs1 (centres undefined)	1.9	1.8	0.1	6.9
CCOC(=O)C1=C(C)N=c2s/c(=C/c3ccc(OC(C)=O)c(OCC)c3)c(=O)n2C1c1cccs1 (centres undefined)	-7.8	-0.5	-0.1	2.6
CC(Nc1ncc(-c2ccccc2)cn1)c1ccccc1 (centres undefined)	32.5	4.8	0.0	-65.9
COc1cccc(-n2cc(C(=O)Nc3nccs3)c3ccccc3c2=O)c1	-5.9	1.1	0.0	43.0*
O=C(O)c1ccc(N2C(=O)/C(=C/c3ccc(-c4ccc(Br)cc4)o3)C=C2c2ccccc2)cc1	-10.6	-0.1	0.0	-3.7
CN(Cc1ccc(F)cc1)Cc1c(C(=O)N2CCCC2)nc2sccn12	4.2	1.3	-0.1	-6.0
COc1ccc(C2CC(C(F)(F)F)n3nc(C(=O)NCc4ccccc4Cl)cc3N2)cc1 (centres undefined)	-1.4	-0.5	0.0	8.5
Cc1noc(C)c1CSCC(=O)OC/C(O)=C(\C#N)c1nc2ccccc2[nH]1	-9.2	2.0	0.1	13.7
CCOc1ccc(-c2nnc3s/c(=C\c4ccc(Cl)cc4)c(=O)n23)cc1	5.2	-0.4	0.0	3.2
COC(=O)c1cc(N=C(C)c2ccc([N+](=O)[O-])cc2)cc(C(=O)OC)c1	-0.2	-1.3	-0.1	3.6
CC1CCN(c2nc3ccc(C(=O)NCc4ccco4)cc3s2)CC1	4.9	0.8	0.0	-52.3

Sorted by formula weight (descending): 6 of the compounds above.
SMILES	MITF inh	GPR151 activ	FBW7 activator	TEAD-YAP block
COc1ccc(C2CC(C(F)(F)F)n3nc(C(=O)NCc4ccccc4Cl)cc3N2)cc1 (centres undefined)	-1.4	-0.5	0.0	8.5
CCOc1ccc(-c2nnc3s/c(=C\c4ccc(Cl)cc4)c(=O)n23)cc1	5.2	-0.4	0.0	3.2
CCCCc1ccc(NC(=O)c2cnc3scc(C)n3c2=O)cc1	-0.7	-0.1	-0.1	0.3
CC(=O)N/N=C/c1ccc(N2CCC(c3ccccc3)=N2)cc1	-17.2	-2.7	0.8	-14.0
O=c1[nH]c(=S)[nH]c(O)c1N=Nc1ccc([N+](=O)[O-])cc1	3.8	-2.7	0.7	-6.0
CC(Nc1ncc(-c2ccccc2)cn1)c1ccccc1 (centres undefined)	32.5	4.8	0.0	-65.9

Later entries
SMILES	MITF inh	GPR151 activ	FBW7 activator	TEAD-YAP block
O=C(CN1CCCC(c2[nH]ncc2-c2ccncc2)C1)NCc1cccs1 (centres undefined)	8.9	0.6	-0.1	-2.5
O=S(=O)(c1ccc(N/N=C/c2c(O)ccc3ccccc23)nc1)N1CCCCC1	3.0	-0.9	0.0	-4.2
CCCNS(=O)(=O)c1ccc(CN2C(=O)c3cccnc3C2=O)cc1	3.6	-0.3	-0.2	-5.2
O=C(CC1C(=O)NCCN1CC1CCCCC1)NCCc1cn2cccnc2n1 (centres undefined)	5.9	-0.8	0.0	1.0
COC(=O)C1=C(C)NC(=O)/C1=C\c1cc(C)n(-c2ccccc2)c1C	2.4	-0.3	-0.2	-2.9
COc1ccc(CC(=O)O/N=C(\N)c2cccc(Br)c2)cc1	-8.0	-0.2	0.0	3.7
CC(C)[C@H](NC(=O)c1ccc(C(C)(C)C)cc1)C(=O)NNC(=O)c1ccccc1	-7.4	3.8	-0.2	-44.0
CC1(NC(=S)Nc2nccs2)CCS(=O)(=O)C1 (centres undefined)	8.5	-1.0	0.0	17.9
Cc1ccc(C)c(NC(=O)CN(C)c2nnc(N3CCCC3=O)s2)c1	5.9	4.5	0.2	9.2
Cc1ccc(OCC(=O)Nc2nnc(C)s2)c(C)c1	21.4	-0.1	0.2	2.2
CC1CCCCN1C(=O)c1ccc(Sc2ccccc2Cl)c([N+](=O)[O-])c1 (centres undefined)	-1.3	-0.3	0.1	-1.7
C/C(=N\NC(=O)c1cc([N+](=O)[O-])cc([N+](=O)[O-])c1)c1ccco1	-2.9	-0.6	0.0	6.3
Cc1cc(NS(=O)(=O)c2cccc([N+](=O)[O-])c2)cc(C)c1O	2.5	0.4	0.2	-0.4
O=c1/c(=C/c2c(Cl)cc(Cl)c(O)c2Cl)sc2nc3ccccc3n12	6.9	-1.2	0.2	-15.7
CCC(=O)Nc1cc(C)c(I)cc1C	4.0	0.2	0.0	7.2
CC(=O)N/C(=C/c1ccccc1)C(=O)N1CCCC1C(=O)O (centres undefined)	-3.8	-1.2	0.1	9.8
O=S(=O)(c1ccc(-c2csc(N/N=C/c3cccs3)n2)cc1)N1CCCC1	7.1	-1.0	0.6	51.0*
CSc1cccc(NS(=O)(=O)c2ccc3[nH]cc(C(=O)N4CCCC4)c(=O)c3c2)c1	4.7	-2.2	-0.2	-3.3
O=C(Nc1ccccc1F)N[C@H]1C[C@H]2C(=O)N3CCC[C@H]3C(=O)N2C1	22.6	-1.0	0.4	9.6
COC(=O)C1=CN(CCN2C=C(C(=O)OC)C(c3cccs3)C(C(=O)OC)=C2)C=C(C(=O)OC)C1c1cccs1	3.4	0.4	0.0	14.7
Cc1cc(C)cc(Oc2coc3cc(OCC#N)ccc3c2=O)c1	-8.8	-1.1	-0.1	-6.4
CCOc1ccc(NC(=O)c2cc(S(=O)(=O)N3CCC(C)CC3)ccc2F)cc1	3.6	-1.4	-0.1	4.4
CC(C(=O)N1CCCC1)(c1ccccc1)c1ccccc1	-12.8	-0.8	0.1	-10.4
CC(=O)N(CN1C(=O)c2ccc([N+](=O)[O-])cc2C1=O)c1cc(Br)ccc1C	-5.6	0.0	0.0	5.1
COc1ccc(S(=O)(=O)N(C)CC(=O)Nc2cccc(F)c2)cc1OC	12.6	0.0	0.0	-4.2
Cc1ccc(SCc2nc3ccccc3c(=O)[nH]2)cc1	1.8	-1.2	0.1	-27.3
CC(C)N(CCNc1nc(Nc2ccc(-n3ccnc3)cc2)nc2c1ncn2CCN1CCCC1=O)C(C)C	16.5	-2.6	0.1	-4.9
Cc1ccc(N2C3c4ccccc4N(S(=O)(=O)c4ccc(C)cc4)C2c2ccccc2N3S(=O)(=O)c2ccc(C)cc2)cc1	7.9	1.3	0.0	9.7
CCOc1cc(/C=C2\N=C(c3cccc(F)c3)OC2=O)ccc1OC	4.8	1.0	0.6	0.4
CN(C)CCCN1C(=O)C(O)=C(C(=O)c2cccs2)C1c1cccs1 (centres undefined)	-10.2	-2.1	-0.1	-13.8
COc1ccc(C2Nc3ccccc3C(=O)N2NS(=O)(=O)c2ccccc2)cc1 (centres undefined)	3.9	0.3	0.0	-2.6
O=C(O)CSc1nc2ccc(N3C(=O)C4CCCCC4C3=O)cc2s1 (centres undefined)	-3.9	-0.6	0.7	1.7
Cc1ccc(-c2nc(CSc3nc(C)c(C)c(=O)[nH]3)c(C)o2)cc1	-0.8	-1.3	-0.1	2.5
